Bioassay records deposited in PubChem BioAssay by several laboratories.
hiPSC survival – increases survival of single human iPS cells. hiPSC single-cell survival, ATPlite luminescence; 100% = ROCK inhibitor wells, 0% = DMSO. survival enhancement, % at 20 µM. actives 0.044% (n = 360,000). AID 602274; in the data active = survival enhancement above about 18%;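 note: cells exposed to compounds for 16 hours before the ATP read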
NR2E3 ag-1 – activates human photoreceptor nuclear receptor NR2E3; GST-NR2E3/biotin-RetCOR TR-FRET, 1536-well; inhibition of corepressor binding, % at 4.78 µM; actives 0.12% (n = 320,000); AID 2300;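 active = percent inhibition above the cutoff of mean plus 3 SD of all tested compounds, set per screening campaign, cut at about 20% in these data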;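 note: 0% = DMSO wells and 100% = biotin wells as full block of FRET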
Target sequence (Q9Y5X4 whole entry, looked up): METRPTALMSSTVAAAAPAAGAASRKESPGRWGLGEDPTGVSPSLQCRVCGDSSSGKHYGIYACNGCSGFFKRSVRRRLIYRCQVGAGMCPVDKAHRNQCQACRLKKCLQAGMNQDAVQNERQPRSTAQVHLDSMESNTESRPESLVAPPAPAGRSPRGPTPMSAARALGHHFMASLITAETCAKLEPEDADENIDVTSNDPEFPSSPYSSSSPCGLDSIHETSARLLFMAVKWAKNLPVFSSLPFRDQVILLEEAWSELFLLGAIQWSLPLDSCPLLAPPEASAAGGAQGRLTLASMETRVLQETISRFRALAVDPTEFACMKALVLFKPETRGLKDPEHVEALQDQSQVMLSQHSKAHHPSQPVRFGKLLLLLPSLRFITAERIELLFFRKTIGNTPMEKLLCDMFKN
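Format: 1536-well format; test system: GST-NR2E3 and biotin-RetCOR proteins; read-out basis: percent inhibition of TR-FRET ratio; timing: 5 h incubation at 4 °C; detection: time-resolved FRET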
Vif inh – HIV Vif inhibition; inhibition, % at 7.49 µM; HEK293T cells, Vif self-association by quenched fluorescence, imaging, 24 h; actives 0.35% (n = 340,000); AID 602346; in the data active = inhibition above about 50%, passing the limit was not always enough; inconclusive = no clear call, values can overlap the other calls; inactive = below about 31%; note: some results filed as inactive read as strong as hits
PDI inh – inhibitors of human protein disulfide isomerase; inhibition, % at 10 µM; AID 588391; actives 0.052% (n = 350,000); P07237; PDI insulin aggregation turbidity, A650, 90 min;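 active = mean inhibition across replicates of 30% or more, whatever share of single replicates reach that level; inconclusive = mean inhibition below 30% while every single replicate reaches 30%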;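 note: absorbance from insulin aggregation driven by PDI reduction with DTT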
Target sequence (P07237 whole entry, looked up): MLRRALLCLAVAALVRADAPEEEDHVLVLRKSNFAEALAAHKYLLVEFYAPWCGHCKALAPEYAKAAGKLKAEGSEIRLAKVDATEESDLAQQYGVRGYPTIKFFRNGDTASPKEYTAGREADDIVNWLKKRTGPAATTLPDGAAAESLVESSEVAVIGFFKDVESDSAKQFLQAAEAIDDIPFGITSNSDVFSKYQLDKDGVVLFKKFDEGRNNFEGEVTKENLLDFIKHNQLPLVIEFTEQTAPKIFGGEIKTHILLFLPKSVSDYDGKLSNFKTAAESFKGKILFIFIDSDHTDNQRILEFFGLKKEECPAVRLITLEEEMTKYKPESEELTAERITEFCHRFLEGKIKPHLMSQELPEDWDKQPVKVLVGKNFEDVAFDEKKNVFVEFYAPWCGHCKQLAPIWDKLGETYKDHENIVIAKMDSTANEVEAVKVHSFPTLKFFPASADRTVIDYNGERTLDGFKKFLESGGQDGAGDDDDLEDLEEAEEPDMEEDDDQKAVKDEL
NR2E3 ag-2 – agonists of human NR2E3 nuclear receptor; Q9Y5X4; CHO-S Gal4-NCOR/VP16-NR2E3 two-hybrid, luciferase; inhibition of corepressor binding, % at 3.98 µM; actives 0.35% (n = 360,000); AID 602229;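 active = inhibition above the mean of all tested compounds plus 3 SD, cut at about 70% in these data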;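 note: 0% = DMSO with NR2E3 transfected cells and 100% = cells lacking NR2E3 construct; higher means lower luciferase signal from less NR2E3 corepressor binding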
Granule exo inh – blocks lytic granule exocytosis; TALL-104 LAMP-1 surface exposure, flow cytometry; cells stimulated with thapsigargin and PMA; inhibition, % at 10 µM; actives 0.66% (n = 360,000);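 active = inhibition above about 55%, limit read from the data; inconclusive = no clear call, values can overlap the other calls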
CaV13 FRET inh – Primary screen for inhibitors of IQ motif and Ca2+-dependent inactivation inhibitor domain binding in CACNA1D, Förster resonance energy transfer in living cells, …. inhibition, % at 12.3 µM. actives 0.098% (n = 340,000). HEK cells, CFP/YFP FRET ICDI-IQ, plate reader, 10 min; percent FRET-ratio fall versus neutral wells. AID 743397;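 active = mean replicate inhibition of at least 30% and at least 1% of replicates passing that level; inconclusive = only one of the two criteria is met; inactive = neither criterion is met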;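 note: 0% = median of the neutral control wells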
aDG glyco act – increases alpha dystroglycan glycosylation; Pro5-aDG cells, alpha-DG glycosylation AlphaScreen (IIH6); 0% Pro5, 100% B10-LARGE cell signal; activation, % at 10 µM; actives 0.22% (n = 360,000); AID 624168;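 active = activation of at least 8% versus controls, or a plate z-score of at least 8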;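 note: Pro5 are CHO cells carrying HIG-tagged alpha-DG that lacks glycosylation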
Peg3 promoter – Peg3 promoter activity inhibition; inhibition, % at 20 µM; HeLa PEG-Prom luciferase reporter, luminescence, overnight; AID 588405; actives 1.7% (n = 360,000);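 active = inhibition of at least 50% at 20 µM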
TRPM1 prom inh – inhibitors of MITF-driven TRPM1 promoter in melanoma cells. SK-MEL-5 TRPM1 promoter luciferase, 24 h. inhibition, % at 12.5 µM. actives 0.83% (n = 330,000). AID 488899;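 active = mean inhibition across replicates of 60% or more, whatever share of single replicates reaches that level; inconclusive = some that reach 60%, reason not given; inactive = mean inhibition across replicates below 60%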; note: values of inactives mirror those of a sister screen read the other way
HIF-2a block – blocks HIF-2a reporter activity. 786-0 RCC cells HIF-2a reporter, luciferase luminescence, overnight. inhibition, % at 18.8 µM. actives 0.72% (n = 360,000);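 active = inhibition of the luminescence signal of 40% or more relative to plate controls, in a single-dose primary screen at 18.75 µM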
Starred values were filed as active, the others as inactive; u = inconclusive; x = not tested or not shown.

SMILES	hiPSC survival	NR2E3 ag-1	Vif inh	PDI inh	NR2E3 ag-2	Granule exo inh	CaV13 FRET inh	aDG glyco act	Peg3 promoter	TRPM1 prom inh	HIF-2a block
CC(NS(=O)(=O)c1ccc(Br)cc1)C(=O)NCCc1ccccc1 (stereo unspecified)	-0.4	-2	9	1	0	6	-4	0.0	15	-1	14
COc1ccc(N2C(=O)/C(=C3/C=CC=CN3C)SC2=S)cc1	-1.3	-4	5	-5	-5	-3	-6	0.0	-74	-27	-18
CC(Cc1c[nH]c2ccccc12)NC(=O)OCCCl (stereo unspecified)	-0.6	-4	-7	1	-14	-3	3	0.0	8	-9	2
N/C(Cc1ccc([N+](=O)[O-])cc1)=N\OC(=O)c1ccc([N+](=O)[O-])cc1	-4.4	-2	9	14	6	-2	x	-0.1	13	-7	-18
Cc1nn(C)cc1S(=O)(=O)N1CCN(c2ccc(F)cc2)CC1	-0.6	-1	1	14	-17	-4	x	0.3	-1	3	2
COc1ccccc1C(=O)COC(=O)c1cc([N+](=O)[O-])ccc1N1CCOCC1	0.6	-2	-3	-7	4	-1	-16	-0.1	2	-4	1
c1ccc(-c2ncnc3ccccc23)cc1	0.1	x	-2	-39	-3	3	-7	-0.1	-14	-6	13
CCOC(=O)[C@H](CCc1ccccc1)N[C@@H](C)C(=O)N1[C@H](C(=O)O)C[C@@H]2CCC[C@@H]21	-1.5	6	u	-2	5	-2	-5	-0.1	-18	-3	-12
O=C(OCC(=O)N1CCc2ccccc21)c1ccc[nH]c1=O	-0.6	2	-8	4	15	8	0	-0.3	-39	5	-39
CS(=O)(=O)N1CCCCC1c1cc(C(=O)NCc2ccc(F)cc2)no1 (stereo unspecified)	0.1	x	4	20	1	6	-5	-0.1	9	x	6
COC(=O)CN1C(=O)C2(OCCCO2)c2ccccc21	-1.5	6	x	-13	1	-4	-5	0.0	12	3	9
COc1ccc(OC)c(/C=C/C(=O)c2ccc3c(c2)OCCO3)c1	-1.0	-5	-5	-6	-11	-2	-129	0.1	-49	-9	-72
CCCC(=O)O[C@@H]1C[C@@H](C)N(C(=O)c2ccccc2)c2ccc(C)cc21	2.8	1	-16	-4	-1	-2	-1	0.2	8	13	-6
C[C@]12CC[C@H](O)CC1=CCC1C2CC[C@@]2(C)C1CCC21OCCO1 (stereo partly specified)	-1.4	x	3	10	-7	4	-6	0.1	0	9	2
COC(=O)c1cc(C(=O)Nn2cnnc2)cc([N+](=O)[O-])c1	0.0	1	-6	0	-2	-10	-3	-0.1	13	3	14
C#Cc1cccc(C(=O)N2CCCC(Nc3cccc(F)c3)C2)c1 (stereo unspecified)	-0.2	2	1	-9	-7	2	-5	0.2	6	8	2
Cc1ccc(S(=O)(=O)Nc2ncnc3ccccc23)cc1	-0.4	4	12	-1	-24	-8	-3	0.2	-3	-5	-2
COc1ccc(Cl)c2c1[nH]c1nc(SCc3cccnc3)nnc12	0.0	1	-2	-6	-5	2	x	-0.2	3	-20	8
CCS(=O)(=O)N1CCC(NC(=O)c2ccco2)CC1	-1.3	1	-2	1	1	-2	-5	2.9	4	3	16
COc1ccc(OCC(=O)Nc2sc3c(c2C(=O)NCC2CCCO2)CCC3)cc1 (stereo unspecified)	0.2	4	-2	-1	-47	-14	-9	0.0	5	-5	8
N=c1n(CCCOc2ccc(F)cc2)c2ccccc2n1CC(N)=O	-0.1	0	-4	3	-15	-2	-5	0.0	10	-5	1
Cc1ccc(C=C2C=C(c3ccccc3)OC2=O)cc1	-0.6	x	-2	-5	-103	-1	-5	-0.2	-195	x	-236
CCC(C)CNC(=O)c1cccc(OC2CCN(CC(C)(C)C)CC2)c1 (stereo unspecified)	0.3	3	5	9	14	6	-1	0.1	13	-5	22
CCC1CCC(C(=O)NC(C(=O)NCCc2ccc(S(N)(=O)=O)cc2)C(C)C)CC1 (stereo unspecified)	-0.7	2	4	-2	4	-4	-14	-0.1	11	-5	16
CCc1ccc(NC(=O)Cn2nc(C)n3cccc3c2=O)cc1	0.4	-1	-4	2	-12	-1	-2	-0.2	-9	-4	6
Cc1ncc[nH]1	-1.3	2	5	x	-10	2	x	-0.1	-9	0	13
CCCCn1cnc2c(SCCc3ccccc3)nc(N)nc21	-0.8	x	-10	-6	-70	-1	-5	0.2	-138	-11	-116
Cc1nnc(N2CCCC(C(=O)NCc3cccc(F)c3)C2)c2nn(-c3ccccc3)c(C)c12 (stereo unspecified)	-0.5	2	13	0	-14	51	-3	0.7	19	30	1
Cc1ccc(-c2cc(C(=O)Nc3c(C)n(C)n(-c4ccccc4)c3=O)[nH]n2)c(O)c1	-3.5	-3	-10	-4	18	1	-6	0.0	-7	6	-7
O=S(=O)(c1ccc(Cl)cc1)n1cnc2ccccc21	0.3	0	2	-2	20	-15	-1	0.0	2	11	12
Oc1c(CN2CCN(c3ccccc3)CC2)cc(Br)c2cccnc12	-0.3	3	-9	-3	-32	53	-4	-0.6	38	87*	17
Cc1ccccc1OCC(=O)NCCCNC(=O)c1ccncc1	-0.5	-1	30	-13	-9	-8	-3	-0.1	-4	0	-5
COc1ccc(NS(=O)(=O)c2cc(N)ccc2N2CCCCC2)cc1	-0.1	2	-5	8	12	0	-3	-0.2	21	-8	4
CC(=O)Nc1cccc(C(=O)OCC(=O)N2CCC(c3ccccc3)=N2)c1	0.4	-1	0	-1	-34	-3	-6	0.2	-281	-69	-183
CCC12C(=O)C(CC)(C(c3ccccc3)=C1c1ccccc1)[C@@H]1C(=O)N(c3ccc(C)cc3)C(=O)C12 (stereo partly specified)	-0.5	-1	-7	3	11	-2	-3	-0.3	16	-8	10
Cc1cc(N(CCO)CCO)ccc1N=Nc1cc(F)ccc1F	-0.2	-1	-2	-3	-53	-5	-2	-0.1	-139	-69	-242
COc1ccccc1NC(=O)Cc1noc(CSc2nnc(C)n2C)n1	0.3	1	-9	1	-2	0	-6	-0.1	-1	4	11
Nc1nonc1-n1nnc(C(=O)N/N=C/c2ccoc2)c1CSc1ccc(Cl)cc1	-0.6	-2	-24	8	-41	6	-5	0.7	25	7	21
COc1ccc(-c2csc(NC(=O)c3ccccc3Br)c2C(=O)O)cc1	0.9	2	-9	1	-36	18	-5	0.1	-6	2	-78
COc1ccc(-c2nc3ccccc3nc2-c2ccccc2)cc1OC	0.2	1	-6	5	14	-2	-22	0.1	6	5	2
O=C(c1ccc(C(F)(F)F)cc1)N1CCC(=O)N(C(CO)Cc2ccccc2)CC1 (stereo unspecified)	-1.9	-3	9	-2	3	11	-11	0.0	0	10	4
Cc1ccccc1N=Cc1ccc[nH]1	-0.5	x	-6	-1	10	-1	-2	0.1	8	2	14
CC(C)N1C(=O)CCC1C(=O)N1CCN(c2ccccn2)CC1 (stereo unspecified)	0.5	2	14	-2	4	0	-6	-0.2	2	0	2
CC(C)(C)S(=O)(=O)/C(C#N)=N/Nc1ccc(S(C)(=O)=O)cc1	0.0	1	-3	11	-8	3	-4	-0.4	1	-5	22
NC(=O)NN=C1CC2CC1C1C=CCC21 (stereo unspecified)	8.4	x	0	8	10	-14	-5	0.1	-15	4	-5

The last four compounds of the section above lead into the next.
SMILES	hiPSC survival	NR2E3 ag-1	Vif inh	PDI inh	NR2E3 ag-2	Granule exo inh	CaV13 FRET inh	aDG glyco act	Peg3 promoter	TRPM1 prom inh	HIF-2a block
Cc1ccccc1N=Cc1ccc[nH]1	-0.5	x	-6	-1	10	-1	-2	0.1	8	2	14
CC(C)N1C(=O)CCC1C(=O)N1CCN(c2ccccn2)CC1 (stereo unspecified)	0.5	2	14	-2	4	0	-6	-0.2	2	0	2
CC(C)(C)S(=O)(=O)/C(C#N)=N/Nc1ccc(S(C)(=O)=O)cc1	0.0	1	-3	11	-8	3	-4	-0.4	1	-5	22
NC(=O)NN=C1CC2CC1C1C=CCC21 (stereo unspecified)	8.4	x	0	8	10	-14	-5	0.1	-15	4	-5
Cc1ccccc1N1C(S)=C(C#N)C(=O)NC12CCCCC2	0.2	0	1	-1	-4	14	-3	0.2	5	-7	17
CCOC(=O)C1=C(N)OC2=C(C(=O)CCC2)C1c1ccco1 (stereo unspecified)	-1.1	0	2	2	-2	4	0	-0.2	-6	-8	10
COc1ccc(/C=C/C=N/NC(=O)COc2ccc(OC)cc2)cc1	-2.3	0	-3	4	-8	9	-2	-0.1	-52	-35	-53
CC(OC(=O)c1ccc2c(=O)n3c(nc2c1)CCCCC3)C(=O)Nc1ccc(F)cc1Cl (stereo unspecified)	2.1	0	-9	-12	-1	2	-6	0.0	-3	1	5
O=C(CN1CCN(S(=O)(=O)c2ccc(Br)cc2)CC1)c1ccc(O)c(O)c1	1.4	5	-2	3	0	-9	-16	0.2	1	7	0
Cc1cccc(/N=C/c2sc3ccccc3c2O)n1	-0.7	-1	-11	-3	12	-4	-5	0.0	-231	-26	-290
COc1ccccc1-n1nnnc1SCC(=O)NC1CCCCC1	0.0	-2	9	7	-30	1	-4	0.1	0	-6	-3
COc1cccc(/C=N/N2C(=O)NC3(CCCCC3)C2=O)c1O	-1.9	1	5	17	17	-2	x	-0.1	4	-1	-44
OCC1OC2C(NC(=S)N2c2ccccc2)C(O)C1O (stereo unspecified)	-0.4	x	3	-3	9	-2	-6	-0.2	-2	-3	1
CCN(C(=O)COC(=O)/C(=C/c1ccccc1)n1nnnc1C)C1CCCCC1	0.2	-2	3	-7	10	-2	-7	0.9	16	10	42*
Clc1ccc(C(c2nnnn2C2CCCC2)N2CCN(Cc3ccncc3)CC2)cc1 (stereo unspecified)	-3.0	0	9	5	-10	4	x	0.3	4	-9	10
CC(=O)N1CCN(S(=O)(=O)c2cccc(C(=O)NNC(=O)COc3c(C)cccc3C)c2)CC1	3.7	x	-7	1	-7	-2	-6	-0.1	-12	7	10
CCc1ccccc1OCC(=O)N1CCN(c2ncccn2)CC1	-0.1	x	-1	-9	4	-1	-6	0.2	-8	9	4
Cc1ccc(CSCC(=O)Nc2ccc3c(c2)OCO3)cc1	1.9	0	-3	-2	1	0	-5	0.4	-9	6	-38
Cc1ccc(S(=O)(=O)Nc2ccccn2)cc1[N+](=O)[O-]	-0.2	4	3	-10	-21	-1	-1	-0.1	6	-2	5
COc1cc(C(O)c2nc(-c3cnn(C)c3)cs2)ccc1F (stereo unspecified)	-2.6	x	13	-1	15	-3	-9	0.0	10	x	13
Cc1ccccc1CO/N=C/c1[nH]ncc1Br	-0.7	-2	1	6	-69	-16	-19	-0.1	-2	-6	4
CC(=O)NC1CC2CCCC(C1)N2C(=O)Nc1cccc(C)c1 (stereo unspecified)	-0.4	x	-1	5	-8	1	-3	-0.1	10	-7	7
Oc1ccccc1N=Nc1ccccc1O	-4.8	x	1	4	-16	-3	-4	1.1	-13	9	-135
